MrgX1 antagonist = antagonists of human MrgX1 receptor. Q96LB2. MRGX1-HEK293 calcium flux, Fluo-4, BAM8-22 antagonism; stronger effect = lower value. B-score at 10 µM. 1.3% of 310,000 active;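 active = calcium-response B-score plate-corrected more than 3 library SD below zero, starting fluorescence within 5 deviations, no agonist response on first addition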;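 note: peak minus trough fluorescence over baseline after final BAM8-22 challenge near maximal dose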
TRPC6 inh = inhibitors of mouse TRPC6 channel; Q61143; HEK293-TRPC6, membrane potential dye, ACh-evoked depolarization; stronger effect = lower value; B-score at 10 µM; 1.1% of 310,000 active; AID 2553;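 active = B-score under library mean minus 3 SD, initial fluorescence not abnormally high, positive integrated signal ratio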;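 note: B-score derived from integrated fluorescence ratio over the kinetic read; more negative B-score means stronger inhibition of depolarization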
Target sequence (Q61143 whole entry, looked up): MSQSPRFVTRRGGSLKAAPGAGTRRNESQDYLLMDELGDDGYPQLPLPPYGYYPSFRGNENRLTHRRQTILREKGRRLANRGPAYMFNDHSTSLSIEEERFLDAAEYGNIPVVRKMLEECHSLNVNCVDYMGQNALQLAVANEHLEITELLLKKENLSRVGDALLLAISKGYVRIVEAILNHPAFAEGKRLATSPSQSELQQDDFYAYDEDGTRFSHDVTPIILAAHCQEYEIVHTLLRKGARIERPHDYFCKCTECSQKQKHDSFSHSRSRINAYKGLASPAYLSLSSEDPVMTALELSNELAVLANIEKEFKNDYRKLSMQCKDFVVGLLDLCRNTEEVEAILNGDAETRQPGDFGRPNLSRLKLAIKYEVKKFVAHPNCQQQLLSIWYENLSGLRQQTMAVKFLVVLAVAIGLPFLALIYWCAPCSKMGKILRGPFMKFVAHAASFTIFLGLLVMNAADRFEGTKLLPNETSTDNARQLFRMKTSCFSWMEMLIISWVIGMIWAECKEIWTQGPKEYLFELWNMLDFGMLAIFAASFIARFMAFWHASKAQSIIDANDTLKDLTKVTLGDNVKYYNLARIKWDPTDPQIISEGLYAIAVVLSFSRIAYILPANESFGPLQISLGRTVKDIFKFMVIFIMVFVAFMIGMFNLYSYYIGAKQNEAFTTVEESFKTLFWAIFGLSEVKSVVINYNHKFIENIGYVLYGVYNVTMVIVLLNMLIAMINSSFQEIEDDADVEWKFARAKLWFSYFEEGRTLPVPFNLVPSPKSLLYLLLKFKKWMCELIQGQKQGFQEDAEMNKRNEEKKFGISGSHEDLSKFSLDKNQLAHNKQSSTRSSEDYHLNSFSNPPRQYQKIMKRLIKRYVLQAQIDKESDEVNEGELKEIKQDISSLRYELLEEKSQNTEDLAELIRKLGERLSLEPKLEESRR
RGS4 act = RGS4 potentiation or activation; AID 463111; 0.92% of 310,000 active; HEK293 M3R/inducible RGS4, carbachol calcium flux Fluo4; stronger effect = lower value; B-score at 10 µM;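 active = B-score of the integrated calcium signal more than 4 SD below the library mean, with starting fluorescence not abnormally high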;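 note: negative B-score means reduced calcium response which marks RGS4 activation or potentiation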
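System: HEK293 FlpIn-TREx cells, stable M3R, doxycycline-inducible RGS4. Timing: overnight RGS4 induction, 30 min dye load 37 °C, 20 min compound RT. Also added: carbachol, ECmax concentration. Measured by: Fluo4 fluorescence kinetic imaging of calcium. Evaluation: integrated calcium ratio converted to B score.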
TRPC6 activator = activators of mouse TRPC6 channel; 0.13% of 310,000 active; B-score at 10 µM; Q61143; HEK293-TRPC6 membrane potential dye fluorescence; stronger effect = higher value;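 active = B-score of the integrated fluorescence ratio above library mean plus 3 SD, and starting fluorescence ratio within library mean plus 5 SD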;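 note: higher score means more depolarization so channel activation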
HIF activator = HIF pathway transcriptional activation; U2OS HRE-luciferase reporter, luminescence; normalized: DMSO 0%, desferrioxamine 100%; activation, % at 7.5 µM (by protocol); 0.32% of 300,000 active;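 active = mean activation of at least 10% of the iron chelator positive control signal, with at least half of replicates also reaching 10%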
RGS4 block = inhibitors of human RGS4 | B-score at 10 µM | 0.45% of 310,000 active | HEK293 M3R/RGS4 inducible, Fluo-4 calcium flux; stronger effect = higher value; triggered by carbachol at its EC20 | AID 463165 | P49798;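 active = B-score, a plate-corrected calcium signal, over three deviations above library mean, with baseline fluorescence within five deviations of library mean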;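 note: RGS4 expression induced by doxycycline in cells with stable M3 receptor; B-score is computed from the integrated fluorescence ratio over baseline after carbachol; higher B-score means a larger calcium signal and so more RGS4 inhibition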
Target sequence (P49798 whole entry, looked up): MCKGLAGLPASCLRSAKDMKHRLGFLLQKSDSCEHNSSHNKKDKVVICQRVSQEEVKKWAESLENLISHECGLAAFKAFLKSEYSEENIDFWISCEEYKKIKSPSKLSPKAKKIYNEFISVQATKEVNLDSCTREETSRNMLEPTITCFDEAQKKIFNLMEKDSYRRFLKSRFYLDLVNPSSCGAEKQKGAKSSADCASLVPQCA
MrgX1 PAM = human MrgX1 positive allosteric modulation, primary screen; B-score at 10 µM; MrgX1-HEK293, Fluo-4 calcium flux, FDSS; stronger effect = higher value; Q96LB2; 0.63% of 310,000 active;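 active = plate-corrected calcium response at least 3 library SD above typical, normal starting fluorescence, not activating the receptor alone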;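 note: compound read alongside a low EC10 to EC30 dose of BAM8-22 agonist; peak minus trough fluorescence over baseline measured at the second addition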
TRPC4 block = inhibitors of mouse TRPC4 channel. HEK293 TRPC4beta/mu-opioid, DAMGO-evoked Fluo4 calcium flux; stronger effect = lower value. B-score at 10 µM. 0.39% of 300,000 active. AID 2247;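 active = B-score over 3 SD under the library average, no early fluorescence shift, positive overall ratio signal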
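Assay system – HEK293 line stably carrying TRPC4beta and mu-opioid receptor · Doses – single dose · Detection – Fluo4 calcium-dye fluorescence, kinetic read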
MrgX1 ag = human MrgX1 receptor agonism, primary screen; Q96LB2; MrgX1-HEK293 cells, Fluo-4 calcium fluorescence, agonist mode; stronger effect = higher value; B-score at 10 µM; 0.44% of 310,000 active; AID 588627;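 active = calcium response B-score plate-corrected fluorescence ratio at least 3 library SD, with starting fluorescence B-score inside 5 SD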
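Assay system: MrgX1-expressing HEK293 cells / Amount: fifteen thousand cells per well / Doses: test compound in the initial addition of three / Timing: cells plated overnight, dye loaded 0.5 h 37 °C, 0.5 h room temperature / Technique: kinetic calcium dye fluorescence, Fluo-4 NW / Control set: positive and negative controls per plate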
Platelet DG rel = modulates dense granule release in human platelets. AID 1663. inhibition, %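 (compounds screened at 7.5 µM in platelet-rich plasma)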. human platelet-rich plasma, SFLLRN dense granule ATP release, luminescence. 0.22% of 300,000 active;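 active = mean replicate score, as percent of positive control, at or above 50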
SKKanGAS inh = blocks kanamycin growth of S. pyogenes SKKanGAS strain. BacTiter-Glo, 6 h. inhibition, % at 7.5 µM. 1.3% of 300,000 active;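 active = mean replicate score, as percent of positive control median, at least 50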;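 note: strain carries kanamycin resistance gene driven by streptokinase promoter and grows in 40 µg/ml kanamycin; loss of luminescence reflects streptokinase promoter inhibition or plain growth inhibition; 0% = median of DMSO wells and 100% = positive control at its reference dose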
Active calls of the source: *; i = inactive. Outcome played no part in choosing rows (roughly 6.1% active in at least one column).

SMILES	MrgX1 antagonist	TRPC6 inh	RGS4 act	TRPC6 activator	HIF activator	RGS4 block	MrgX1 PAM	TRPC4 block	MrgX1 ag	Platelet DG rel	SKKanGAS inh
CC(C)N1CCc2c(sc(NC(=O)c3ccc(S(=O)(=O)N4CCOCC4)cc3)c2C(N)=O)C1	i	i	i	i	-0.1	i	i	i	i	6.8	-0.4
O=C(O)Cc1ccc(NC(=O)Cc2ccc3ccccc3c2)cc1	i	i	i	i	-0.1	i	i	i	i	17.6	-0.9
Cc1c(C(=O)N2CCN(c3ccccc3F)CC2)sc2nc(-c3ccccc3)cn12	i	i	i	i	0.6	i	i	i	i	-0.3	21.5
Cc1ccc(C(=O)O/N=C/c2c(C)nn(C)c2Cl)cc1	i	i	i	i	0.4	i	i	i	i	-1.6	5.2
COC(CN(C)C(=O)C1CCCN(S(=O)(=O)c2ccc3c(c2)oc(=O)n3C)C1)OC (centres undefined)	i	i	i	i	-0.4	i	i	i	i	-3.3	2.7
CC(=O)Nc1ccc(N(C(=O)CNC(=O)c2cccs2)C(C(=O)NCC2CCCO2)c2ccccc2)cc1 (centres undefined)	i	i	i	i	0.1	i	i	i	i	-1.6	-5.2
O=c1c2[nH]cnc2n(-c2ccc(F)cc2)c(=O)n1Cc1ccccc1	i	i	i	i	-3.3	i	i	i	i	1.1	-4.0
Cc1csc(-c2cnn(-c3ccccc3)c2NC(=O)c2cccc(F)c2)n1	i	i	i	i	1.3	i	i	i	i	5.8	-2.3
CC(C)c1ccc(NC(=O)c2snc3ccc(Cl)cc23)cc1	i	i	i	i	2.5	i	i	i	i	6.7	8.5
CCCCN(CCCC)CCn1cnc2c([nH]c3ccc(OC)cc32)c1=O	i	i	i	i	0.2	i	i	i	i	5.2	0.6
Cc1[nH]c(=S)sc1Cc1ccc(F)cc1	i	i	i	i	-0.8	i	i	i	i	7.7	5.8
N#CCN1CCCC(C(N)=O)C1 (centres undefined)	i	i	i	i	-0.2	i	i	i	i	-1.8	-7.0
Cc1ccc(Nc2c(-c3ccc(N4CCOCC4)cc3)nc3cnccn23)cc1	i	i	i	i	1.6	i	i	i	i	-3.6	-7.2
O=[N+]([O-])c1cc(S(=O)(=O)N2CCCC2)ccc1N/N=C/c1cccs1	i	i	i	i	-0.5	i	i	i	i	0.1	-0.3
FC(F)(F)c1ccc(C2[C@H]3CN(CC4CCCCC4)[C@H](c4ccccc4)C34CC2(c2cccnc2)C4)cc1 (some centres undefined)	i	i	i	i	-0.3	i	i	i	i	-8.8	16.6
COCCN(C(=O)Nc1ccccc1)c1ccccc1	i	i	i	i	-0.1	i	i	i	i	-0.3	3.2
CN1C[N+]([O-])=C(c2ccccc2)C1(C)C	i	i	i	i	0.0	i	i	i	i	-1.2	-0.6
COc1cc(/C=C/C(=O)O)cc(S(=O)(=O)N(CC(C)C)CC(C)C)c1OC	i	i	i	i	-0.2	i	i	i	i	-3.5	-13.5
Cc1oc(C(=O)O)cc1CSCc1cc(C(=O)O)c(C)o1	i	i	i	i	-0.5	i	i	i	i	-1.8	7.5
Cc1ccc(/C=C2\SC(=O)N(CCNC(=O)C3CSC4(C)CCC(=O)N34)C2=O)cc1 (centres undefined)	i	i	i	i	0.5	i	i	i	i	14.5	1.7
COc1ccc(/C=N/NC(=O)COc2cccc3ccccc23)c(C(=O)O)c1OC	i	i	i	i	-0.4	i	i	i	i	-6.1	2.7
O=[N+]([O-])c1ccc(OCC(O)CN2CCN(c3ccccc3F)CC2)cc1 (centres undefined)	i	i	i	i	1.2	i	i	i	i	10.3	8.8
CCC(C)c1ccc(-n2c(=O)c3ccccc3n3c(=S)[nH]nc23)cc1 (centres undefined)	i	i	i	i	-0.3	i	i	i	i	-3.2	17.2
Cc1ccc(NS(=O)(=O)c2ccc(CCC(=O)NCCO)cc2)cc1	i	i	i	i	-0.3	i	i	i	i	-5.3	-3.1
CN(C)CCCNc1nc(-c2ccc(Cl)cc2)nc2ccccc12	i	-7.68*	i	i	1.5	i	i	i	i	-2.2	4.5
COc1ccc(CN2C(=NC(=O)COc3ccccc3)SC3CS(=O)(=O)CC32)cc1 (centres undefined)	i	i	i	i	-0.4	i	i	i	i	4.0	-0.2
Cn1c(-c2ccc3c(c2)OCO3)cnc1NCc1ccc(Cl)cc1	i	-6.24*	i	i	1.0	i	i	i	i	1.0	0.2
COc1cc(OC)cc(C(=O)NCC2CCCN(C(=O)c3csc(C)n3)C2)c1 (centres undefined)	i	i	i	i	-0.1	i	i	i	i	-1.7	-1.2
Cc1ccc(S(=O)(=O)Nc2ccc(NC(=O)Nc3ccc(F)cc3F)cc2)cc1	i	i	i	i	-0.9	i	i	i	i	-22.1	-12.0
O=C(NCC(c1cccs1)N1CCOCC1)c1ccccc1NS(=O)(=O)c1ccc(Br)cc1 (centres undefined)	i	i	i	i	-0.1	i	i	i	i	0.1	7.3
CCN(CC)CCN1C(=O)C2C(C(=O)Nc3cccc(SC)c3)C3C=CC2(O3)C1C(=O)NC1CCCC(C)C1C (centres undefined)	i	i	i	i	-0.3	i	i	i	i	2.5	10.6
CCOC(=O)c1c(C)c(C(=O)NCc2ccccn2)c(C)n1CC	i	i	i	i	-0.2	i	i	i	i	17.2	4.5
COc1cc(-c2nnc(NC(=O)CS(=O)(=O)c3ccc(C)cc3)o2)cc(OC)c1OC	i	i	i	i	-0.4	i	i	i	i	-2.0	-6.0
Cc1nonc1OCCn1nnnc1N	i	i	i	i	-0.3	i	i	i	i	8.2	-1.7
COc1ccc(NC(=O)c2cnn3c(C(F)(F)F)cc(-c4ccco4)nc23)cc1OC	i	i	i	i	0.1	i	i	i	i	-14.5	1.0
O=C(CCN1C(=O)COc2ccccc21)NCCN1CCc2ccccc2C1	i	i	i	i	0.3	i	i	i	i	2.4	-2.3
O=C(Cn1nnc(-c2ccccc2)n1)N1CCN(c2ccc(F)cc2)CC1	i	i	i	i	-0.6	i	i	i	i	5.1	-3.3
COC(=O)c1ccc(CN2CCC(CO)(CCOc3ccccc3)CC2)cc1	i	i	-6.95*	i	-0.7	i	i	i	i	-25.1	3.7
COc1ccc(N=C(NN)c2ccc3ccccc3n2)cc1	i	i	i	i	-3.7	i	i	i	i	4.6	-4.2
CCOc1ccc(N2C(=O)C3C(c4ccc(OC)cc4OC)NC(CCSC)(C(=O)OC)C3C2=O)cc1 (centres undefined)	i	i	i	i	-3.4	i	i	i	i	27.7	-1.7
COc1c(C)cc(Br)cc1C(=O)Nc1ccccc1C	i	i	i	i	-0.1	i	i	i	i	-3.8	-3.7
CCNC(=S)NNC(=O)CCn1cc(C)cn1	i	i	i	i	-0.2	i	i	i	i	-7.6	1.0
CCCCCCc1ccc(OCC(=O)O)cc1OCC(=O)O	i	i	i	i	0.2	i	i	i	i	-3.4	-26.7
OCCN(CCO)CC(O)COc1ccc(C23CC4CC(CC(C4)C2)C3)cc1 (centres undefined)	i	i	i	i	-6.4	i	i	i	i	-22.5	6.1
Cn1c(N)c(C(=O)COC(=O)CCC(=O)c2cccs2)c(=O)n(C)c1=O	i	i	i	i	0.6	i	i	i	i	1.8	-15.8
COc1ccc(CCNC(=S)NC(=O)c2ccccc2)cc1C	i	i	i	i	-0.5	i	i	i	i	6.8	6.6
COc1cccc(NC(=O)c2oc3ccccc3c2NC(=O)c2ccc3c(c2)OCO3)c1	i	i	i	i	0.3	i	i	i	i	16.6	6.7
C/C=C(\C)CN1CCC(n2nccc2NC(=O)CCCc2ccccc2)CC1	i	i	i	i	-0.8	i	i	i	i	5.8	7.4
Cc1cc(NC(=O)CSc2n[nH]c(-c3cccs3)n2)no1	i	i	i	i	0.0	i	i	i	i	-0.3	2.4
O=C(Cn1c(=S)[nH]c2ccccc2c1=O)N1CCN(c2ccc(F)cc2)CC1	i	i	i	i	-0.5	i	i	i	i	16.8	-3.8
C=CCOC(=O)/C(=C\c1ccccc1)NC(=O)c1ccco1	i	i	i	i	1.5	i	i	i	i	-4.7	0.6
O=C(Nc1ccccc1Cl)C1(c2ccccc2)CC1(Cl)Cl (centres undefined)	i	i	-7.03*	i	-0.7	i	i	i	i	25.6	4.4
O=[N+]([O-])c1cc([N+](=O)[O-])c2cc(-c3cccnc3)[nH]c2c1	i	i	i	i	-1.1	i	i	i	i	-0.6	0.7
Cc1cccc(N(C(=O)c2ccco2)C(C(=O)NC2CCCC2)c2cccnc2)c1C (centres undefined)	i	i	i	i	0.1	i	i	i	i	-12.0	-12.4
CC(C)[C@H](NC(=O)[C@@H]1CSC2c3ccccc3C(=O)N21)C(=O)NCc1ccco1 (some centres undefined)	i	i	i	i	1.6	i	i	i	i	-15.6	1.6
CCSc1nnc2c3cc(CC)ccc3n(C)c2n1	i	i	i	i	-0.2	i	i	i	i	-2.0	-6.1
COc1ccc(S(=O)(=O)N2Cc3ccccc3CC2C(=O)Nc2ccc(O)cc2)cc1OC (centres undefined)	i	i	i	i	0.2	i	i	i	i	9.3	2.6
CNc1c(NS(=O)(=O)c2ccc(Cl)s2)c(=O)oc2ccccc12	i	i	i	i	0.4	i	i	i	i	-6.3	0.0
COc1cc(/C=C(\C#N)C(=O)NCc2cccs2)ccc1O	i	i	i	i	-0.3	i	i	i	i	-6.6	3.2
COc1ccc(N2C(=O)C(CC(=O)Nc3ccc(F)cc3)N(CCc3cccs3)C2=O)cc1 (centres undefined)	i	i	i	i	0.4	i	i	i	i	-17.0	-12.2
Later entries.
SMILES	MrgX1 antagonist	TRPC6 inh	RGS4 act	TRPC6 activator	HIF activator	RGS4 block	MrgX1 PAM	TRPC4 block	MrgX1 ag	Platelet DG rel	SKKanGAS inh
COc1cc2c(C(=O)O)c(C)n(C)c2c2ccccc12	i	i	i	i	-1.4	i	i	i	i	-6.3	-6.1
CC(=O)Nc1ccc(C(=O)Nc2nc(-c3ccccn3)cs2)cc1	i	i	i	i	0.1	i	i	i	i	3.2	5.7
CCn1cc(/C=C(\NC(=O)c2ccccc2F)C(=O)NCCCN2CCOCC2)c2ccccc21	i	i	i	i	-0.6	i	i	i	i	-31.2	1.3
CC(=O)Nc1ccc(-c2nnc(SCc3ccccc3C#N)n2C)cc1	i	i	i	i	0.4	i	i	i	i	4.7	-8.7
Cc1ccccc1N=C1NC(=O)/C(=C/c2cccn2C)S1	i	i	i	i	0.7	i	i	i	i	-0.8	11.5
Cc1cc(C(=O)Nc2ccon2)c(C)o1	i	i	i	i	0.0	i	i	i	i	6.3	-1.9
